Source: PubChem BioAssay (National Center for Advancing Translational Sciences (NCATS))
p53ts 39C tox: cytotoxicity in p53ts cells at nonpermissive temperature; Potency, µM (doses to about 46.1 µM), for the others: at the highest dose activity change, negative = cell killing, hits mostly cytotoxic; H1299-p53A138V viability at 39C, ATP luminescence, 24 h; 130,000 tested, 1.5% active; further: nearly all actives have a fitted effect of over 55% in size
Imprint erasure: induces erasure of genomic imprints in mouse ES cells. 110,000 tested, 0.02% active. mouse ES Peg3-LacZ reporter, beta-gal luminescence, 40 h. Potency, µM (top dose mostly 60.7 µM), without a hit: top-dose activity change, positive = activation, most hits filed as activators. AID 1948;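 further: 0% = negative control wells on the plate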
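Each well holds 300 Peg3LacZ-Neo (maternal) female ES cells incubated 40 h at 37C, 5% CO2. LacZ is measured by BetaGlo luminescence, with AC50 and maximum efficacy derived from dose-response curves.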
p53ts 32C kill: kills p53ts cells at the permissive temperature; 130,000 tested, 0.93% active; H1299-p53A138V at 32C, ATP luminescence viability, 24 h; Potency, µM (titrated, usually from 46.1 µM), inactives show at the top dose activity change, negative = cytotoxicity, actives largely listed as cytotoxic;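 further: 0% = DMSO and -100% = full killing by reference compound; nearly all actives have a fitted effect of over 55% in size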
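Cells: H1299 p53ts (A138V), 600/well, pre-incubated 16–30 h at 37C. Cpd up to 46 uM, 24 h, 32C. Readout: ATPlite luminescence, 20 min RT. Normalization: DMSO vs tamoxifen 100 uM. AC50 by Hill equation.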
IkB sig inh: inhibitors of IkB signaling in ABC-DLBCL cells; ABC-DLBCL IkBa-CBG/CBR dual luciferase ratio, 4 h; response scale: scaled: untreated 0%, proteasome inhibitor 100%; Potency, µM (titrated, usually from 57.1 µM), for the others: at the highest dose IkBa stabilization activation; AID 445; 110,000 tested, 0.04% active; active means well fitted curve in the direction sought with a large enough effect in the signal ratio, not every such curve was filed as active; inconclusive means small, poorly fitted or top-dose-only effect, or a change in a side signal; the % refers to the signal ratio;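 further: the direction sought is a rising ratio; 0% = basal untreated cells and 100% = reference inhibitor full response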
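Luminescence ratio of IκBα-fused green versus native red beetle luciferase in OCI-Ly3 cells, 4 h post-doxycycline with compound; red signal alone, scaled from basal (0%) to zero light (-100%), flagged nonspecific or cytotoxic effects.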
Active calls of the source: *; ? = inconclusive; . = not tested or not shown; & = joins results of further samples; [ ] = dose if it differs, or a comment. Unless noted, the call rests on the fitted dose curve; in most records, active means well fitted curve in the direction sought with a large enough effect; inconclusive means small, poorly fitted or top-dose-only effect, or another doubt; inactive means no such curve, though single readings can be large; an effect the other way counts as inactive or inconclusive. Unless noted, on the % scale 0 is the no-effect control and ±100 the full control effect; potency means the concentration at half of the fitted maximal effect.

SMILES	p53ts 39C tox	Imprint erasure	p53ts 32C kill	IkB sig inh
CSc1ccccc1N=Cc1nc(-c2ccccc2)oc1O	6.2%	-21.1%	-5.7%	?
Cc1ccc(C)c(NC(=O)CCc2nc3cccnc3n2Cc2cccs2)c1	-13.1%	-11.1%[10.9 µM]	6.0%	1.0%
Cc1noc(C)c1S(=O)(=O)NC1CCCc2ccccc21 (stereo unspecified)	-5.4%	-19.3%	12.2%	1.2%
COc1ccc(NC(=O)CN2CCN(CC(=O)Nc3ccccc3Cl)CC2)cc1Cl	-13.9%	-13.9%	-4.2%	?
c1ccc(-c2cnc(CSc3ncnc4sccc34)o2)cc1	?	5.1%	4.6%	?
CCOC(=O)c1ccc(NC(=O)CC2Nc3cc(C)c(C)cc3NC2=O)cc1 (stereo unspecified)	?	-9.8%[10.9 µM]	?	?
CCOC(=O)/C(C#N)=C(/C)c1ccc(OC)cc1	1.1%	-5.8%	-0.4%	1.0%
OCCNc1nc2ccccc2n1CCN1CCCCC1	-7.6%	.	-10.6%	.
Cc1cc2nc(SCC(=O)Nc3nonc3C)c3c(c2cc1C)CCCC3	-12.3%	-4.1%	3.4%	0.9%
CC1(C)CC(C(=O)Nc2nccs2)CCO1 (stereo unspecified)	5.9%	5.8%	16.5%	-0.2%
Cc1ccc(CNC(=O)Cn2c(=O)n(-c3cccc(Cl)c3)c(=O)c3sc4ccccc4c32)cc1	-6.5%	-12.7%[10.9 µM]	-2.7%	?
COc1cccc(Nc2ncc3ncc(=O)n(CCC#N)c3n2)c1	14.5%	14.8%	18.5%	-3.4%[11.4 µM]
COc1ccccc1N1CCN(c2ccc(-c3nc(-c4ccccc4)no3)cc2[N+](=O)[O-])CC1	-11.5%	-17.4%[10.9 µM]	5.4%	2.2%
COc1ccc(-c2nc(C)c(CCNC(=O)c3ccc(F)c(F)c3)s2)cc1	-23.2%	-7.5%[10.9 µM]	6.2%	1.5%
O=C(CSc1n[nH]c(-c2cccs2)n1)N1CCN(S(=O)(=O)c2ccccc2)CC1	-4.3%	-7.3%	4.5%	-0.5%
CCOCCCNC(=O)C1CCN(S(=O)(=O)N2CC(C)CC(C)C2)CC1 (stereo unspecified)	-6.4%	-10.7%	7.0%	0.8%
CCc1ccc(-n2c(=O)c3c(C)c(C)sc3n(CC(=O)NCc3ccc(C)cc3)c2=O)cc1	13.4%	13.7%[10.9 µM]	-0.9%	10.6%
CCN1C(=O)/C(=C2/C=CC=CN2C)SC1=S	3.3%	-1.2%	0.9%	-1.2%
COC(=O)c1[nH]c(=O)c2ccccc2c1OCc1ccccc1	-5.7%	-4.1%	-0.3%	-1.6%
COc1ccc(S(=O)(=O)c2c(O)c(C)cc(NS(=O)(=O)c3ccc(Cl)cc3)c2C(C)C)cc1	5.3%	-5.0%[10.9 µM]	4.3%	?

The closing 4 entries of the part above lead into the next.
SMILES	p53ts 39C tox	Imprint erasure	p53ts 32C kill	IkB sig inh
CCc1ccc(-n2c(=O)c3c(C)c(C)sc3n(CC(=O)NCc3ccc(C)cc3)c2=O)cc1	13.4%	13.7%[10.9 µM]	-0.9%	10.6%
CCN1C(=O)/C(=C2/C=CC=CN2C)SC1=S	3.3%	-1.2%	0.9%	-1.2%
COC(=O)c1[nH]c(=O)c2ccccc2c1OCc1ccccc1	-5.7%	-4.1%	-0.3%	-1.6%
COc1ccc(S(=O)(=O)c2c(O)c(C)cc(NS(=O)(=O)c3ccc(Cl)cc3)c2C(C)C)cc1	5.3%	-5.0%[10.9 µM]	4.3%	?
NC(=O)c1ccccc1[N+](=O)[O-]	9.8%	2.3%	-13.8%[1.84 µM]	3.0%
COc1ccccc1NC(=O)c1oc2ccccc2c1NC(=O)COc1ccccc1OC	?	-14.1%[10.9 µM]	-14.8%	1.5%
c1csc(CNc2cc(-c3ccoc3)ncn2)c1	-16.2%	-1.8%	19.0%	1.2%[11.4 µM]
CCOC(=O)C1CCCCN1Cc1ccccc1C(F)(F)F (stereo unspecified)	3.5%	-13.1%	3.0%	1.3%
O=C(COc1cc(Cl)c(Cl)cc1Cl)NCCN1CCOCC1	5.0%	-1.7%	5.2%	-1.5%
COc1ccc(CNC(=O)Cn2c(=O)oc3cc(S(=O)(=O)NCc4ccccc4)ccc32)cc1	?	-17.8%[10.9 µM]	9.4%	-1.0%
Oc1ccc(COCc2ccccc2)c2cccnc12	?	-26.5%	-24.1%	?
Cc1ccc(-n2nc(C(=O)Nc3cccc(C#N)c3)c3c4ccccc4n(C)c3c2=O)cc1	32.3%[activator]	11.0%[10.9 µM]	4.4%	-1.5%
CC(C)c1ccc(C2=CC(c3ccc(C(C)C)cc3)n3nnnc3N2)cc1 (stereo unspecified)	2.3%	-18.0%[10.9 µM]	0.2%	-0.6%
CCC(C)(C)n1nnnc1C(c1ccccn1)N1CCCCC1 (stereo unspecified)	-6.6%	.	-1.0%	.
Cc1ccc(NC(=O)c2cc(S(=O)(=O)NCCc3ccc(Cl)cc3)ccc2F)cc1	-11.5%	?	43.2%[activator]	?
CC(C)(C)c1ccc(C(=O)Nc2ccccc2NC(=O)c2ccco2)cc1	-6.8%	.	-12.9%	.
O=C(Cn1nnc2ccccc21)NC1CCCCC1	-4.5%	-9.8%	-2.9%	-0.6%
Cc1ccc(-c2nc(-c3ccccn3)no2)cc1	0.398µM*	.	0.501µM*	.
CCOC(=O)N1CCC(NC(=O)C2CCN(S(=O)(=O)N3CCC(C)CC3)CC2)CC1	2.7%	-14.6%	-3.6%	0.7%
CCC(Sc1nc2n[nH]c(C)c2c(=N)n1-c1cc(Cl)ccc1C)C(=O)N1CCOCC1 (stereo unspecified)	31.9%[activator]	.	10.9%	.
CC(C)C(NS(=O)(=O)c1ccc2c(c1)oc(=O)n2C)C(=O)N1CCN(c2ccccc2F)CC1 (stereo unspecified)	-4.9%	-2.5%	6.7%	1.4%
Cc1cccc(NC(=O)Cn2nc(-c3ccc(Cl)cc3)c3ccccc3c2=O)c1	?	7.1%[10.9 µM]	-5.0%	7.3%
CCc1ccc(NC(=O)Cn2c(=O)n(CCCCC(=O)NCc3ccc4c(c3)OCO4)c(=O)c3ccccc32)cc1	?	-12.5%[10.9 µM]	?	9.2%
COc1ccc(CCNC(=O)c2c[nH]c3ccccc3c2=O)cc1OC	-13.3%	-6.2%	-0.3%	0.4%
O=C(NCC1CC1)[C@H]1C[C@@H]1[C@H](NP(=O)(c1ccccc1)c1ccccc1)c1ccccc1	0.1%	-9.6%	5.6%	.
CCOc1ccc(-n2c(SCC(=O)Nc3ccccc3OC)nc3c(oc4ccccc43)c2=O)cc1	-21.9%	-15.7%[10.9 µM]	9.0%	0.2%
CC(C)CCNC(=O)CN(CCCN1CCOCC1)C(=O)Cn1nnc(-c2ccc(F)cc2)n1	-5.5%	2.4%	-1.9%	0.6%
O=C(Nc1ccccc1)c1cccc(S(=O)(=O)Nc2cccc(F)c2)c1	-7.8%	-16.7%[10.9 µM]	20.8%	?
O=C1CC(c2ccccc2O)Oc2ccc(O)cc21 (stereo unspecified)	-5.3%	3.8%	17.0%	.
COC(=O)c1nnc(-c2ccccc2)c(-c2ccccc2)n1	11.5%	-10.2%	2.0%	-1.5%
CCC(=O)N1CCc2cc(Br)cc(S(=O)(=O)CCC(=O)N(C)c3cccc(C)c3)c21	27.1%	4.6%[10.9 µM]	6.7%	-4.5%
Cc1onc(-c2c(F)cccc2Cl)c1C(=O)Nc1ccc(OC(C)C)cc1	23.7%	-13.1%[10.9 µM]	-1.9%	?
COCCCNc1ncnc2sc3c(c12)CCC(C)C3 (stereo unspecified)	6.0%	.	7.8%	.
COC(=O)[C@@H](NC(=O)NC1CCCc2ccccc21)C(C)C (stereo partly specified)	-3.4%	-7.1%	-6.3%	0.3%
O=C(c1ccco1)c1cn(CCOc2ccc(F)cc2)c2ccccc12	-14.2%	2.4%[10.9 µM]	4.9%	?
COC(=O)c1c(NC(=O)CN2CCN(C(=O)c3ccco3)CC2)c2c(C)cccc2n1C	4.7%	0.2%	5.1%	4.1%
CCCN1C(=O)c2cc(C(=O)NCc3cccs3)ccc2C1O (stereo unspecified)	-7.3%	-3.6%	-4.3%	-2.6%
CC(C)=C1C2CC2C2C(C(=O)O)C12 (stereo unspecified)	-4.1%	3.4%	3.4%	-1.0%
COc1ccc(-n2c(=O)c3c(c4cc(OC)ccc4n3C)n(C)c2=O)cc1	-1.8%	13.0%[10.9 µM]	10.0%	1.8%
O=C(Nc1nnc(S(=O)(=O)N2CCc3ccccc32)s1)c1ccccc1Cl	14.2%	16.7%[10.9 µM]	-1.6%	-1.8%
CC(CCc1ccco1)NC(=O)Cn1ncc2c(=O)oc3ccccc3c21 (stereo unspecified)	-7.0%	-4.9%	1.1%	-2.7%
O=C(Nc1cccnc1)c1cnn2cccnc12	1.8%	-22.6%	1.2%	2.3%
CCCn1c(-c2ccc(F)cc2)nc2c(NC(C)CN(C)C)nc(C)nc21 (stereo unspecified)	4.6%	-10.3%	-6.6%	.
Cc1cn(CC2COC(C)(C)O2)c(=O)[nH]c1=O (stereo unspecified)	-8.9%	-7.7%	-4.1%	0.7%
Cc1ccc(S(=O)(=O)N2CCC(C(=O)NCCN3CCCCCC3)CC2)cc1	5.9%	-10.0%	1.2%	1.9%
COc1ccc(NC(=O)Cn2c(=O)c3cccn3c3ccccc32)cc1	?	-10.1%[10.9 µM]	17.7%	?
COc1cc(NC(=O)CSCc2cnn(-c3ccccc3)c2-n2cccc2)cc(OC)c1	-3.5%	-12.8%	4.7%	?
N#CCCN(CCC#N)C(=O)c1ccc(Cl)cc1	9.4%	-3.0%	0.8%	-0.1%
CC(=O)NNC(=O)N1Cc2ccccc2Oc2ccc(Cl)cc21	4.8%	-13.9%&-7.0%	15.1%	1.1%&4.2%
Fc1ccc(N2CCN(c3nc(-c4ccco4)cc(C(F)(F)F)n3)CC2)cc1	-0.3%	-1.1%	-8.5%	2.5%
CCOC(=O)c1sc(N)c(C#N)c1CSc1nc2ccc(OCC)cc2[nH]1	-12.1%	-11.1%	?	-0.5%
O=C(CSc1nnc(-c2ccccc2Br)o1)Nc1cccc2ccccc12	-8.2%	-16.2%	5.6%	0.6%
Cc1ccc(S(=O)(=O)C(CNC(=O)C(=O)NCCc2ccc(Cl)cc2)c2ccco2)cc1 (stereo unspecified)	-3.1%	23.7%[10.9 µM]	-0.5%	-1.5%
N#Cc1ccc(NC(=O)c2cc3cc4c5c(c3oc2=N)CCCN5CCC4)cc1	-9.5%	-2.5%	-2.1%	1.2%
More records follow:
SMILES	p53ts 39C tox	Imprint erasure	p53ts 32C kill	IkB sig inh
O=S(=O)(c1cccc2cccnc12)n1cnc2ccccc21	11.8%	1.0%	-0.9%	0.0%
Cc1cc(C)n(-c2nncc(-c3ccccc3)n2)n1	-4.5%	-60.6%[inhibitor]	-22.3%	?
CCN(CC)CCn1cnc2c([nH]c3cccc(OC)c32)c1=O	4.3%	-16.3%	7.7%	1.8%
Cc1ccc(NS(=O)(=O)c2ccc(CCC(=O)N3CCOCC3)cc2)cc1	3.4%	-14.1%	3.1%	5.9%
COc1ccc2c(CNCCc3ccco3)c(C(=O)O)n(Cc3ccc(F)cc3)c2c1	-23.7%	-17.6%[10.9 µM]	9.0%	-0.3%
CC(C)(C)c1ccc(C(=O)Nc2nnc3n2CCS3)cc1	12.6µM*	-19.6%[10.9 µM]	?	?
O=C(CN1CCCN(S(=O)(=O)c2ccc(F)cc2)CC1)Nc1ccccc1Br	-12.9%	-24.9%	12.1%	?
CN1CCc2c(sc3nc(SCC(=O)N4CCOCC4)nc(N)c23)C1	-3.7%	-19.2%	-0.3%	0.6%
CN(C)C(=O)CSc1nnc(-c2cccnc2)n1-c1ccccc1	2.2%	-1.7%	3.5%	3.4%
CCc1c(C)c2ccc(OCC(=O)OC)cc2oc1=O	-14.5%	-15.9%	-14.2%	3.5%
COc1ccccc1NC(=O)CSc1cn(CC(=O)N2CCCC2)c2ccccc12	-3.9%	-18.8%[10.9 µM]	5.3%	1.8%
O=C1CCCN1CC(CN1CCOCC1)Sc1nc2ccccc2c(=O)n1-c1ccccc1 (stereo unspecified)	-0.2%	-9.3%	6.7%	9.4%
CC(=O)Nc1nn(C)c2nc3cc(C)ccc3cc12	-8.7%	8.5%	-10.8%	-2.0%

Outcome played no part in choosing rows. Share with any hit: about 1.7%.
